# Screens from PubChem.
# CXCR6 block: blocks human CXCR6 beta-arrestin recruitment. CHO-K1 PathHunter CXCR6 beta-arrestin, luminescence. inhibition, % at 20 µM. 360,000 compounds, 0.36% hits. AID 602244. O00574; in the data active = inhibition above about 34%, passing the limit was not always enough;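 note: antagonist mode with CXCL16 agonist at 10 nM final; 0% = 10 nM CXCL16 with DMSO and 100% = unstimulated wells without agonist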
# UBC13 inh: human UBC13 polyubiquitination inhibition. P61088. UBC13 polyubiquitin chain formation, TR-FRET. inhibition, % at 20 µM. 330,000 compounds, 0.47% hits. AID 485273; in the data active = inhibition above about 45%, passing the limit was not always enough
# Target sequence (P61088 whole entry, looked up): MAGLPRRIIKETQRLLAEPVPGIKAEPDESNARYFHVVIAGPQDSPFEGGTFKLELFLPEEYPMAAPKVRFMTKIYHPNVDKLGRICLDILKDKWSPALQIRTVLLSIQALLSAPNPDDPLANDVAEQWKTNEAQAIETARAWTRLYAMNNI
# EBI2 block: blocks human EBI2 receptor beta-arrestin signaling; inhibition, % at 5 µM; EBI2 beta-arrestin recruitment, luminescence, 7a,25-OHC stimulated; AID 651636; 360,000 compounds, 0.81% hits; in the data active = inhibition above about 38%;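 note: enzyme fragment complementation signal reports receptor beta-arrestin coupling in cells; 0% = agonist plus DMSO wells and 100% = wells without agonist; some results beyond the cut were filed as inactive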
# APJ antagonist: antagonists of human APJ apelin receptor. inhibition, % at 20 µM. P35414. 330,000 compounds, 0.32% hits. CHO-K1 APJ beta-arrestin complementation, luminescence;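 active = inhibition above about 40% at 20 µM, limit read from the data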;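 note: cells challenged with 10 nM apelin-13 agonist together with compound; plate controls were apelin-13 plus DMSO wells for no effect and DMSO wells lacking apelin-13 for full effect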
# Target sequence (P35414 whole entry, looked up): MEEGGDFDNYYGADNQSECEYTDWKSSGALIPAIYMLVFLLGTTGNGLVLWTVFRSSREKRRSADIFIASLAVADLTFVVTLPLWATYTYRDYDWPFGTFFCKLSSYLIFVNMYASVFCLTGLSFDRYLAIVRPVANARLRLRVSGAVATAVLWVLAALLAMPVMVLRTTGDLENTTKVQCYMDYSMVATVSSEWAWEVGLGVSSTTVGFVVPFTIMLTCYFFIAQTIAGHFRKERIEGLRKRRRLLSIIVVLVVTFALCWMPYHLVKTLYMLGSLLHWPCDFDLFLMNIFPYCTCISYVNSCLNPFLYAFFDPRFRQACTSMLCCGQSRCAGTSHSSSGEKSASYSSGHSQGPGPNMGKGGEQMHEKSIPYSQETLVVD
# 697 NFkB inh: lowers PMA/ionomycin-induced NF-kB signal in 697 B cells; 697 B-cell NF-kB luciferase reporter, 16 h; inhibition, % at 4 µM; 330,000 compounds, 0.33% hits; AID 435022; in the data active = inhibition above about 35%
# CCR6 antag: antagonists of human CCR6 receptor; CHO-K1 CCR6 PathHunter beta-arrestin, luminescence, CCL20-stimulated; inhibition, % at 20 µM; 340,000 compounds, 0.49% hits;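 active = compounds whose inhibition of the agonist-driven luminescence signal at 20 µM reaches about 50%, limit read from the data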;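 note: cells stimulated with CCL20 at 14 nM final; plate controls were DMSO with CCL20 for no effect and DMSO without agonist for full effect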
# Target sequence (P51684 whole entry, looked up): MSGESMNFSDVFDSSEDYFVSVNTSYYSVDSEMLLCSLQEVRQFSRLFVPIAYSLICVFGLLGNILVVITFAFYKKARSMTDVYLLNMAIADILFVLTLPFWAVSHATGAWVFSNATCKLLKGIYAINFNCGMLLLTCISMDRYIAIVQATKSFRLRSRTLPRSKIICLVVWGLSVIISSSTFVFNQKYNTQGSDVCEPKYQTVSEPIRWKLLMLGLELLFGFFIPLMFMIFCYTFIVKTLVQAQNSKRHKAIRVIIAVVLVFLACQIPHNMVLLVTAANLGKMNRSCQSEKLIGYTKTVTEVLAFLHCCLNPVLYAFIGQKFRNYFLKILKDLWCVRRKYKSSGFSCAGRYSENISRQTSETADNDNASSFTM
# Gli-Sufu block: antagonists of Gli-Sufu signaling. inhibition, % at 5 µM. Sufu-KO-LIGHT fibroblasts, Gli luciferase reporter luminescence. 340,000 compounds, 0.74% hits. AID 588413;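 active = inhibition above about 55%, limit read from the data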;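 note: 0% = DMSO-treated cells and 100% = wells with medium but no cells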
# Jurkat NFkB inh: lowers PMA/ionomycin-induced NF-kB signal in Jurkat cells. PMA/ionomycin-induced NF-kB luciferase reporter, luminescence. inhibition, % at 4 µM. 330,000 compounds, 0.53% hits; in the data active = inhibition above about 50%
# An asterisk follows results filed as active; x = no result given.
# The opening eleven records (preview)
smiles,CXCR6 block,UBC13 inh,EBI2 block,APJ antagonist,697 NFkB inh,CCR6 antag,Gli-Sufu block,Jurkat NFkB inh
COc1ccc2[nH]c3c(c2c1)CCN1C(=O)C(CC(=O)NCc2cccc(C(F)(F)F)c2)C[C@H](C(=O)N2CCCCC2)[C@@]31C (stereo partly drawn),7,x,5,x,15,11,4,x
Oc1ccc(C[C@@H]2CNCCN2CCC23CC4CC(CC(C4)C2)C3)cc1,-6,58*,-15,12,37*,0,12,12
Cc1ccc(S(=O)(=O)N2CCN(Cc3cc(=O)n4ccccc4n3)CC2)c(C)c1,-3,-7,6,14,5,10,-1,-6
Oc1ccc(/C=N/NC(=S)NCCN2CCOCC2)c(O)c1,3,13,-15,-2,-20,-2,-7,-3
O=C(Cn1ccc([N+](=O)[O-])n1)NCC1CCCO1 (stereo not drawn),0,-1,0,12,19,-4,-5,3
COc1ccc(CCNC(=O)c2cnc3ccccn3c2=O)cc1,-9,-7,-1,6,5,2,-7,5
O=S(=O)(Nc1ccc(Br)cc1)N1CCOCC1,5,-1,-1,-7,-1,7,-3,1
CC(=O)c1ccc(NC(=O)[C@@H]2CCCN2C(=O)OC(C)(C)C)cc1,-5,8,-10,9,-26,0,x,-28
CC1=C(C(=O)NCCCOC(C)C)C2(CCC(C)CC2)OC1=O (stereo not drawn),5,1,1,6,7,-3,2,18
COc1cccc(C(=O)NNC(=O)Cc2csc(N)n2)c1,-2,11,-2,-2,9,-6,1,10
O=C(NCc1ccco1)c1ccccc1-c1nc(-c2ccccc2)no1,-7,-3,-5,16,1,-14,3,-9

# The whole of this part, from the first entry:
smiles,CXCR6 block,UBC13 inh,EBI2 block,APJ antagonist,697 NFkB inh,CCR6 antag,Gli-Sufu block,Jurkat NFkB inh
COc1ccc2[nH]c3c(c2c1)CCN1C(=O)C(CC(=O)NCc2cccc(C(F)(F)F)c2)C[C@H](C(=O)N2CCCCC2)[C@@]31C (stereo partly drawn),7,x,5,x,15,11,4,x
Oc1ccc(C[C@@H]2CNCCN2CCC23CC4CC(CC(C4)C2)C3)cc1,-6,58*,-15,12,37*,0,12,12
Cc1ccc(S(=O)(=O)N2CCN(Cc3cc(=O)n4ccccc4n3)CC2)c(C)c1,-3,-7,6,14,5,10,-1,-6
Oc1ccc(/C=N/NC(=S)NCCN2CCOCC2)c(O)c1,3,13,-15,-2,-20,-2,-7,-3
O=C(Cn1ccc([N+](=O)[O-])n1)NCC1CCCO1 (stereo not drawn),0,-1,0,12,19,-4,-5,3
COc1ccc(CCNC(=O)c2cnc3ccccn3c2=O)cc1,-9,-7,-1,6,5,2,-7,5
O=S(=O)(Nc1ccc(Br)cc1)N1CCOCC1,5,-1,-1,-7,-1,7,-3,1
CC(=O)c1ccc(NC(=O)[C@@H]2CCCN2C(=O)OC(C)(C)C)cc1,-5,8,-10,9,-26,0,x,-28
CC1=C(C(=O)NCCCOC(C)C)C2(CCC(C)CC2)OC1=O (stereo not drawn),5,1,1,6,7,-3,2,18
COc1cccc(C(=O)NNC(=O)Cc2csc(N)n2)c1,-2,11,-2,-2,9,-6,1,10
O=C(NCc1ccco1)c1ccccc1-c1nc(-c2ccccc2)no1,-7,-3,-5,16,1,-14,3,-9
Cc1cccc(NC(=S)NC2CC3CCCC(C2)N3CC(C)C)c1 (stereo not drawn),-5,7,11,-10,0,8,3,-1
CCCCC1CCC(c2nc(-c3ccccn3)no2)CC1 (stereo not drawn),-2,6,-21,16,-111,-4,10,-71
O=C(c1ccco1)N1N=C(c2ccc(Cl)cc2)CC1c1ccco1 (stereo not drawn),0,2,7,8,8,11,5,13
Cc1cc(C)n(-c2nc3c(c(=O)n(C)c(=O)n3C)n2CCO)n1,-1,14,-2,-3,10,-3,9,7
Cc1ccc(S(=O)(=O)CC(O)COc2ccccc2C#N)cc1 (stereo not drawn),2,-1,-9,6,1,18,2,5
CC(=O)Nc1cccc(C(=O)NC(C)c2ccc(-n3ccnc3)cc2)c1 (stereo not drawn),-7,10,-4,8,-2,5,-13,2
CC(C)C(NS(=O)(=O)c1ccc2c(c1)OCCO2)C(=O)NCCc1ccccn1 (stereo not drawn),-3,-6,-3,5,-6,-13,3,-4
CC1(C)CC(=O)C=C(Nc2ccc3c(c2)CCC3)C1,x,0,x,-10,3,16,7,-6
CCCNC(=O)NCCc1ccncc1,2,-10,1,-9,-37,1,7,-16
O=C(O)c1cc(=O)n(Cc2ccccc2)c(=O)[nH]1,-7,x,-3,x,x,8,5,x
CC(=O)Oc1ccc(C(=O)NCc2ccc3c(c2)OCO3)cc1,11,0,0,13,-9,-3,-15,9
COC(=O)C1=C(C)N(C)C(C)=C(C(=O)OC)C1c1ccccc1C,13,-3,13,0,2,20,1,4
CN(C)CCCN(C(=O)c1ccc(Br)s1)c1nc2cc3c(cc2s1)OCO3,4,8,12,6,13,5,7,1
Cc1oc(-c2ccccc2)nc1C(=O)Nc1nccs1,-2,-9,1,2,-40,-8,-25,-27
CC(=O)Nc1ccc(NC(=O)c2ccc(Cl)nc2)cc1,-5,-14,-5,-20,-19,7,-3,2
COc1ccc(S(=O)(=O)N2CCN(C(=O)CN3C(=O)NC(C)(C)C3=O)CC2)cc1,-2,8,0,37,17,5,0,4
COc1cc(NC(=S)Nc2cccnc2)cc(OC)c1,7,-16,-7,-38,-21,2,3,-1
C/C(=N\NC(=O)c1c(Cl)cnn1C)c1ccc(NC(=O)c2ccc(Br)o2)cc1,1,0,-1,-8,-21,8,-44,-68
COC(=O)C1=C(C)N(C)C(=O)NC1c1c(O)ccc2ccccc12 (stereo not drawn),-4,9,-3,11,15,4,8,13
CCOC(=O)c1c(C)n(C)c2cc(Br)c(OC)cc12,-7,9,6,-16,14,-4,-4,8
O=C(CN1CCCSc2ccccc21)N1CCN(S(=O)(=O)c2cccc(F)c2)CC1,-8,2,-3,9,2,12,-5,-3
O=C(c1cccc(NS(=O)(=O)c2ccc(F)c(F)c2)c1)N1CCN(C(c2ccccc2)c2ccccc2)CC1,3,-34,6,-35,-19,4,3,-15
CCS(=O)(=O)N1CCC(C(=O)NCC2CCCO2)CC1 (stereo not drawn),-2,2,-11,-18,3,-4,3,-21
O=C(Nn1cnnc1)c1ccc(Cl)cc1[N+](=O)[O-],4,0,-5,14,-18,-6,-9,-12
CCOC(=O)c1cccnc1SCc1cc(=O)n2ccccc2n1,-2,-6,8,-2,23,16,3,12
COc1cccc(CC(=O)OCC(=O)Nc2nnc(-c3ccccc3)o2)c1,6,-5,-7,9,10,13,-2,-11
Cc1ccsc1C(=O)OCC(=O)Nc1c(C)n(C)n(-c2ccccc2)c1=O,-1,5,-11,-5,-6,-3,4,10
Cc1ccc(OCCCCNC(C)(C)C)c([N+](=O)[O-])c1,2,-2,6,11,-24,18,4,16
CC(NC(=O)c1cc(F)c(F)c(F)c1F)c1ccc(-n2ccnc2)cc1 (stereo not drawn),-6,1,-17,0,11,7,-18,10

# Remaining list, next part
# Abbreviations – A = CXCR6 block; B = UBC13 inh; C = EBI2 block; D = APJ antagonist; E = 697 NFkB inh; F = CCR6 antag; G = Gli-Sufu block; H = Jurkat NFkB inh
SMILES: Cc1ccc(NC(=O)CSc2nnc(CNC(=O)c3ccccc3F)o2)cc1Cl
  A = 6; B = -2; C = -12; D = 16; E = -25; F = 4; G = 16; H = -3

SMILES: CCC(=O)N1CCN(c2ccccc2NC(=O)COc2cccc(C)c2C)CC1
  A = 12; B = 5; C = 16; D = 11; E = -9; F = 23; G = 11; H = 1

SMILES: COc1ccc2cc(C3(C)NC(=O)N(CC(=O)NCCC4=CCCCC4)C3=O)ccc2c1 (stereo not drawn)
  A = 0; B = -14; C = 8; D = -19; E = -36; F = 7; G = 13; H = -35

SMILES: COc1ccc(C(=O)NCC(c2ccc(F)cc2)N2CCOCC2)cc1S(=O)(=O)N1CCCC1 (stereo not drawn)
  A = -1; B = 0; C = -13; D = 3; E = 6; F = 8; G = 3; H = 1

SMILES: CCC1CCCCN1Cc1nc2c(c(=O)n(C)c(=O)n2C)n1CC(C)C (stereo not drawn)
  A = -11; B = -6; C = -1; D = -3; E = -17; F = -5; G = -15; H = 8

SMILES: CC(C)OC(=O)Nc1ccc2c(c1)N(C(=O)CCN1CCN(CCO)CC1)c1ccccc1CC2
  A = 3; B = -3; C = -13; D = 20; E = -8; F = 23; G = -4; H = -16

SMILES: NS(=O)(=O)c1ccc(N/C=C\C(=O)c2cccc3ccccc23)cc1
  A = -11; B = 2; C = -10; D = -29; E = -12; F = 12; G = -6; H = -3

SMILES: Cc1ccc(C(=O)N/N=C/c2ccc(-c3cccc(Cl)c3)o2)cn1
  A = -3; B = -11; C = 4; D = 0; E = -2; F = 8; G = 3; H = 3

SMILES: Nc1nonc1-n1nnc(C(=O)N/N=C/c2cccc(Cl)c2)c1-c1cccs1
  A = 14; B = 0; C = -1; D = 38; E = 11; F = 23; G = -7; H = -12

SMILES: CCOc1ccc(-n2c(Cc3cc(=O)[nH]c(=O)[nH]3)nnc2SCC(N)=O)cc1
  A = -11; B = 0; C = -4; D = -7; E = -5; F = 1; G = -1; H = -7

SMILES: COc1ccc(NC(=O)CSc2c(C)n[nH]c2C)cc1
  A = -4; B = 11; C = -2; D = -26; E = 23; F = 6; G = -14; H = 3

SMILES: COc1ccc(Cl)cc1NC(=O)CN1c2ccccc2CC1C (stereo not drawn)
  A = -3; B = -6; C = 10; D = -23; E = -47; F = 14; G = 12; H = -8

SMILES: O=C(NCCc1ccccc1)c1ccc2c(c1)S(=O)(=O)c1ccccc1C2=O
  A = -21; B = 0; C = -18; D = -75; E = 12; F = -2; G = -4; H = 27

SMILES: COc1ccc(NC(=O)CC2SC(N3CCOCC3)=NC2=O)c(OC)c1 (stereo not drawn)
  A = -9; B = -2; C = -6; D = -3; E = -5; F = 12; G = 5; H = 1

SMILES: Cc1ccc(C)c(OCCC(=O)OCC(=O)NC(=O)NCc2ccccc2)c1
  A = 1; B = -10; C = -14; D = 16; E = 16; F = 4; G = -8; H = 10

SMILES: CCn1c(SCC(=O)O)nnc1-c1cccnc1
  A = -2; B = 3; C = -1; D = 8; E = -3; F = 3; G = -1; H = 19

SMILES: CSCc1ccc(C(=O)NCCSc2ccc(Br)cc2)cc1
  A = 0; B = 1; C = 30; D = -5; E = -52; F = 3; G = -23; H = -70

SMILES: Cc1ccc(Cl)cc1NC(=O)C1CCCN1S(=O)(=O)c1ccc(-c2ccc(=O)[nH]n2)s1 (stereo not drawn)
  A = -9; B = -9; C = 6; D = -17; E = -27; F = 6; G = 12; H = 4

SMILES: COc1ccc(N(CC(=O)NCc2ccco2)S(C)(=O)=O)c(OC)c1
  A = -6; B = -8; C = -10; D = -3; E = 0; F = -77; G = 3; H = 5

SMILES: C[C@@H](OC(=O)c1[nH]cnc1C(=O)NCc1ccc(CNC(=O)OC(C)(C)C)cc1)c1ccccc1
  A = 7; B = -4; C = 23; D = -10; E = -34; F = 20; G = 17; H = 4

SMILES: Cc1ccc2c(c1)N(CC(=O)N1CCC(O)CC1)C(=O)CO2
  A = 0; B = 0; C = -16; D = 10; E = 12; F = 8; G = 26; H = 0

SMILES: Fc1ccccc1COc1ccc(Br)cc1CNCc1ccncc1
  A = -10; B = 7; C = -3; D = -16; E = 5; F = -9; G = -7; H = 2

SMILES: O=C(Nc1sc2c(c1C(=O)O)CCC2)c1ccc(F)cc1
  A = 1; B = -9; C = -1; D = -31; E = -20; F = -25; G = -18; H = -12

SMILES: Cc1cccc2c1CCCC2=O
  A = 6; B = x; C = 5; D = x; E = x; F = -6; G = -4; H = x

SMILES: Cc1cccc(N2CCN(C(c3ccccc3)c3nnnn3C(C)(C)C)CC2)c1C (stereo not drawn)
  A = 15; B = -16; C = 17; D = 7; E = 5; F = 13; G = 23; H = -5

SMILES: COc1ccc(N2C(=O)CC(Sc3n[nH]c(-c4cccc(C)c4)n3)C2=O)cc1 (stereo not drawn)
  A = -1; B = 0; C = 6; D = 4; E = -15; F = 4; G = 2; H = 10
